# ERK EGF block = qHTS Assay for Inhibitors of the ERK Signaling Pathway using a Homogeneous Screening Assay; Stimulation with EGF; HEK293-V1b, EGF-stimulated phospho-ERK AlphaScreen; Potency, µM (doses to about 11.5 µM), for the others: top-dose activity change, negative = inhibition, most hits filed as inhibitors; 0.41% of 130,000 active; active = well fitted inhibition curve with a large enough effect; inconclusive = small, poorly fitted or top-dose-only effect, or effect the other way;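 also: plate controls were stimulated vehicle wells for no effect and unstimulated vehicle basal for full effect; nearly all actives have a fitted effect of over 55% in size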
#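 After overnight plating in 1% FBS, HEK293-V1b cells received test compound for half an hour, then a 5 min pulse of EGF (25 nM); ERK phosphorylation in lysates was read by bead-based AlphaScreen.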
# Active calls of the source: *; ? = inconclusive; [ ] = remark or other dose. Potency is read from the fitted curve at half-maximal effect.
ERK EGF block	mol
-2%	O=C1/C(=C/c2cccs2)COc2ccccc21
1%	C#CC[N+](C)(C)CCCCCCCCC
-13%[57.5 µM]	N#Cc1ccc(OCc2noc(-c3ccsc3)n2)cc1
-16%	O=C(NNC1CC(=O)N(c2cccc(Cl)c2)C1=O)c1cccs1 (stereo not drawn)
0%	CCN(CC)S(=O)(=O)c1ccc(OC)c(NC(=O)Cc2cccs2)c1
3%	O=C(c1ccc(Cl)c([N+](=O)[O-])c1)N(Cc1ccc(Cl)cc1)C1CCS(=O)(=O)C1 (stereo not drawn)
0%	O=C(CNC(=S)N(Cc1ccccc1Cl)C1CCCC1)NCCCN1CCOCC1
11%	c1ccc(COc2ccc(OCCN3CCCCC3)cc2)cc1
8%	COc1cccc(/C=N/NC(=O)CN2CC(c3ccccc3)CC2=O)c1O (stereo not drawn)
1%[57.5 µM]	O=C(NCc1ccccc1)c1ccc(=O)oc1
0%	COc1ccccc1C(=O)NNC(=S)NC(=O)c1sc2ccccc2c1Cl
-7%	CCn1c(Cc2ccccc2)nnc1SCC(=O)Nc1ccccc1N1CCOCC1
-5%	COCc1[nH][nH]c(=O)c1C=Nc1ccc(OC(F)(F)F)cc1
6%	N#Cc1c2ccc(O)cc2n2ccccc12
-11%	C=CCN(C(=O)CSc1nc2ccsc2c(=O)n1Cc1ccccn1)c1ccccc1
3%	Cn1c(=O)n(C)c2cc([N+](=O)[O-])c(N3CCN(C(=O)C(C)(C)C)CC3)cc21
4%	CCCn1c(-c2ccc(F)cc2)nc2c(NCCCCN(C)C)nc(C)nc21
2%	O=C(Nc1cccc(Cl)c1N1CCOCC1)c1ccc2c(c1)OCCO2
5%	COc1cccc(NC(=S)/C(=C(\[O-])c2ccc(OC(F)F)cc2)[n+]2ccccc2)c1
20%	COc1cc(O)c(C(=O)O)c(O)c1
8%[57.5 µM]	CCOC(=O)c1c(CN(CC)CC)n(C)c2cc(Br)c(O)cc12
-10%	Nc1c(Cl)ncnc1N/N=C/c1ccnc2ccccc12
-9%	O=C(c1cnccn1)N1CCC2(CC1)CN(c1ncccn1)C2
3%[57.5 µM]	CCOC(=O)NC1c2ccccc2Oc2ccccc21
4%	Cc1ccccc1/C(N)=N/O
?	Cc1cc(C(=O)COC(=O)Cc2n[nH]c(=O)c3ccccc23)c(C)n1-c1ccc2c(c1)OCCO2
-17%[57.5 µM]	COc1ccc(/C=C2\SC(=S)N(C(C(=O)O)c3ccccc3)C2=O)c(OC)c1 (stereo not drawn)
22%	CC(=O)OC/C=C(\C)CC/C=C(\C)CC/C=C(\C)CC/C=C(\C)CC/C=C(\C)CC/C=C(\C)CC/C=C(\C)CC/C=C(\C)CCC=C(C)C
-3%	O=C(COc1ccc2ccc(=O)oc2c1)Nc1ccc(N2CCOCC2)cc1
-7%	CCCC(=O)n1nc(-c2cccnc2)nc1NCc1ccccc1
0%	COc1ccc(CN(C(=O)CN2C(=O)c3ccccc3S2(=O)=O)C(C(=O)NCC2CCCO2)c2ccncc2)cc1 (stereo not drawn)
?	CCc1ccc(OCCOCC(O)CN2CCN(Cc3ccc(Cl)cc3)CC2)cc1 (stereo not drawn)
-2%	C(=N\NC1=Nc2cccc3cccc1c23)/c1cccnc1
0%	Fc1ccccc1NC(=S)N1CCN(Cc2ccc3c(c2)OCO3)CC1
-9%[57.5 µM]	Cc1cc(SCC2=NNC(=O)C2)c(Cl)cc1Cl
6%[57.5 µM]	Cc1cc2c(NC(=O)Nc3ccc(C(F)(F)F)cc3)cccc2nn1
-2%[57.5 µM]	COc1ccc(N2C(=O)[C@@H]3[C@H](C2=O)[C@H]2C=CC=NN2[C@@H]3C(=O)Nc2ccc(Cl)cc2)cc1
2%[57.5 µM]	COc1ccc(N=CC=C2OC(C)(C)C(C)(C)O2)cc1OC
5%	CC1=N/C(=C\c2ccc3c(c2)OCO3)C(=O)N1c1ccc(C(=O)O)cc1
-2%	CC(=O)Nc1cc(C(=O)N(C)Cc2ccco2)ccc1Sc1ccc(C)cc1
-8%[57.5 µM]	CC(=O)Nc1ccc(C(=O)Cn2c3[n+](c4c(F)c(F)ccc42)CCCCC3)cc1
3%[57.5 µM]	O=C1/C(=C/c2cccs2)SC(=S)N1NS(=O)(=O)c1ccccc1
-3%	O=C(CS(=O)(=O)c1cn(Cc2ccc(Cl)cc2)c2ccccc12)N1CCOCC1
5%	COCCn1c(SCC(=O)Nc2ccccc2)nc2c1c(=O)[nH]c(=O)n2C
10%	COC(=O)c1cc(OC)nc2c1c(=O)n(C)c(=O)n2C
-2%	O=C(COc1ncnc2ccccc12)NCC1CCCO1 (stereo not drawn)
-4%	O=C1CSC(=S)N1N1C(=O)c2cccc([N+](=O)[O-])c2C1=O
8%	CCCCCCCCNC(=O)/C(C#N)=C/c1ccccc1[N+](=O)[O-]
-7%	CC1CCCCN1C(=S)NCc1ccco1 (stereo not drawn)
2%[57.5 µM]	CC(=O)Nc1ccc(/C=C2\Sc3ccccc3C2=O)cc1
1%	CCN1CCCC1CN(Cc1cc2ccc(C)cc2[nH]c1=O)C(=S)Nc1ccccc1OC (stereo not drawn)
7%[57.5 µM]	C=C1SC(=Nc2c(C)cccc2Cl)N(C(=O)c2sc3ccccc3c2Cl)C12CCCCC2
-5%	CCOC(=O)N1CCN(S(=O)(=O)c2cc(C)c(C)cc2C)CC1
-5%	COc1ccc(N2C(=O)C3C(c4ccc(C(=O)O)cc4)NC(Cc4ccccc4)(C(=O)O)C3C2=O)c([N+](=O)[O-])c1 (stereo not drawn)
5%	O=C1OCc2cccc([N+](=O)[O-])c21
-1%[57.5 µM]	COC(=O)c1sccc1S(=O)(=O)Nc1ccc(C)cc1

# Carrying on:
ERK EGF block	mol
0%	Cc1ccc(C)c(OCC(=O)NCCNC(=O)COc2cc(C)ccc2C)c1
6%	CC(=O)c1cccc(NC(=S)NC(=O)c2ccccc2)c1
-4%	Oc1ccc(/C=N/Nc2ncc(Br)cn2)c(O)c1
-8%[57.5 µM]	CC(=O)Nc1cc(O)cc(O)c1
-6%	COc1cc(NC(=O)C/C(C)=N/NC(=O)c2cccs2)c(OC)cc1Cl
-4%	COc1ccc(NC(=O)c2ccc(-c3ccc(OC)cc3)s2)cc1
0%[57.5 µM]	C=CCNC(=O)N[C@@H](Cc1ccccc1)C(=O)OC
-11%[57.5 µM]	C[C@@H]1C[C@H](Nc2ccccc2)c2ccccc2N1C(=O)c1cccnc1
-8%	CCN(CC)S(=O)(=O)c1ccc(OC)c(NC(=O)COc2ccccc2[N+](=O)[O-])c1
-5%	Cc1cc(C)cc(NC(=O)c2cc(C)nn2C)c1
4%	O=C1c2cccc3cccc(c23)C(=O)N1CCCN(C(=O)c1cccs1)c1cccc(F)c1
25µM*	CCOC(=O)C1=C(SCC)c2cc3c(n2C1=O)CCCC3
13%	O=C(O)C1CSC(c2ccccc2Cl)N1C(=O)c1ccc(Cl)cc1 (stereo not drawn)
4%[57.5 µM]	CC(=O)N1CCC(c2c[nH]c3ccccc23)CC1
7%[57.5 µM]	Cc1cc([N+](=O)[O-])cc(/C=N\NC(=O)C2COc3ccccc3O2)c1O (stereo not drawn)
4%	COc1ccc(C(=O)NC(=S)N2CCOCC2)cc1OC
1%	Cc1nonc1CC(=O)N1CCCC(C(=O)c2cccc(C(F)(F)F)c2)C1 (stereo not drawn)
5%	COc1cc2cc(CN(CCc3ccccc3C)C(=S)NCCCN(C)C)c(=O)[nH]c2cc1OC
3%	COc1ccc(C(c2c(C)[nH]n(C(N)=S)c2=O)C(C#N)C#N)cc1 (stereo not drawn)
0%[57.5 µM]	CC(=O)c1ccc(Nc2cc(C)nc3ccccc23)cc1
-1%	Cc1ccc(CNC(=O)C2CN(S(C)(=O)=O)c3cc(Cl)ccc3O2)cc1 (stereo not drawn)
?	Cc1c([N+](=O)[O-])c(C(=O)Sc2ccc(Br)cc2)nn1C
-6%	COc1cccc(C(C(=O)NC2CCCC2)N(Cc2ccccc2OC)C(=O)c2ccco2)c1 (stereo not drawn)
10%	C=CCOc1c(Br)cc(CNc2nccs2)cc1OC
5%[57.5 µM]	N#CC(=C=[N-])c1nc2ccccc2nc1-[n+]1ccccc1
28µM*	Cc1cc(/C=C2\SC(=S)N(C)C2=O)c(C)n1-c1cccc(O)c1
40%	COc1ccccc1CNC(=O)COC(=O)CCC(=O)c1cccs1
2%[57.5 µM]	C[C@H](N)C(=O)OCc1ccc([N+](=O)[O-])cc1
4%	CCN(C(=O)COC(=O)c1ccc(Br)o1)C1CCCCC1
3%[57.5 µM]	COc1cc(NC(=O)Nc2cccc(Cl)c2)c(C(=O)O)cc1OC
-10%[57.5 µM]	CCCn1c(CCC(=O)O)nc2cc(S(=O)(=O)N3CCCC3)ccc21
-1%	CCCCN(C)C(=S)Nc1ccc2nc(N3CCN(CC)CC3)cc(C)c2c1

# Next part; the last 4 above are carried over.
ERK EGF block	mol
4%	CCN(C(=O)COC(=O)c1ccc(Br)o1)C1CCCCC1
3%[57.5 µM]	COc1cc(NC(=O)Nc2cccc(Cl)c2)c(C(=O)O)cc1OC
-10%[57.5 µM]	CCCn1c(CCC(=O)O)nc2cc(S(=O)(=O)N3CCCC3)ccc21
-1%	CCCCN(C)C(=S)Nc1ccc2nc(N3CCN(CC)CC3)cc(C)c2c1
0%[57.5 µM]	N#C/C(=C/c1ccc(F)cc1)S(=O)(=O)c1ccccc1
-14%	COc1cc2ccc(=O)oc2cc1O
2%[57.5 µM]	CCC1SC(C)C/C(=N/NC(N)=O)C1C (stereo not drawn)
-3%	C/C=C(\C)C(=O)C[Si](C)(C)c1ccccc1
-1%	O=C(c1ccc(S(=O)(=O)c2ccc(Cl)cc2)cc1)N1CCOCC1
5%	Cc1ccc(S(=O)(=O)c2c(CO)c(-c3ccccc3)nn2C)cc1
6%	COc1ccc(CN2C3CCCC2CC(NC(=O)Nc2cccc(C)c2)C3)cc1 (stereo not drawn)
8%	CN(Cc1ccccc1)C(=O)CN(Cc1ccccc1)S(C)(=O)=O

# A portion from further up, as a working copy:
ERK EGF block	mol
10%	C=CCOc1c(Br)cc(CNc2nccs2)cc1OC
5%[57.5 µM]	N#CC(=C=[N-])c1nc2ccccc2nc1-[n+]1ccccc1
28µM*	Cc1cc(/C=C2\SC(=S)N(C)C2=O)c(C)n1-c1cccc(O)c1
40%	COc1ccccc1CNC(=O)COC(=O)CCC(=O)c1cccs1
2%[57.5 µM]	C[C@H](N)C(=O)OCc1ccc([N+](=O)[O-])cc1

# Other compounds
ERK EGF block	mol
8%	Cc1noc(C)c1C(=O)N1CCC2(CC1)CN(c1ccccc1)C2
?	COc1cccc(Oc2nc(-c3ccncc3)nc3ccccc23)c1
-10%	O=C1/C(=C/c2c[nH]c3ccccc23)CCC/C1=C\c1c[nH]c2ccccc12
1%	O=C(O)c1cccc(NS(=O)(=O)c2ccc(C3CCCCC3)cc2)c1
-10%[57.5 µM]	CC(C)(C)c1cc[n+](C2=C([O-])c3ccccc3C(=O)/C2=N\S(=O)(=O)c2ccccc2)cc1
-1%	Cc1ccccc1OCc1nc2ccccc2c(=O)n1/N=C/c1ccco1
-1%	O=C(N/N=C/c1ccccc1[N+](=O)[O-])c1ccc(COc2ccccc2-c2ccccc2)cc1
4%	COc1cccc(NC(=O)C(=S)NC2CCCCC2)c1
2%	Nn1c(SCC(=O)NC(=O)Nc2ccc3c(c2)OCCO3)nnc1C1CC1
-20%[57.5 µM]	CCO[C@@H]1OC(C(=O)NCc2ccccc2)=C[C@H](c2ccc(C(F)(F)F)cc2)[C@H]1CCCO
0%	O=C(CSc1ccccn1)Nc1ccccc1F
-2%	CNC(=O)c1nc(C)n(-c2ccc([N+](=O)[O-])cc2)n1
-6%	O=C(Nc1ccc2nc3n(c(=O)c2c1)CCCC3)c1ccccc1[N+](=O)[O-]
23%	Cc1nc([N+](=O)[O-])c(C(=O)OCc2ccccc2)n1C
-5%[57.5 µM]	N#C/C(=C(/O)c1ccco1)c1nc2ccccc2s1
-2%	CC(C)CCNC(=O)CNC(=S)N(Cc1ccccc1)Cc1cccnc1
-10%[57.5 µM]	COc1c(C)cc(C(=O)C2CCCN(C(=O)CCCn3cncn3)C2)cc1C (stereo not drawn)
-7%	COc1ccc(N2CCN(c3n[nH]c(N)n3)CC2)cc1
-3%	Cc1[nH]c2ccccc2c1C(=O)NS(=O)(=O)Nc1ccc(Cl)cc1
7.1µM*	CC1=NN(c2ccccc2)C(=O)/C1=C/C=C/c1ccc(N(C)C)cc1
-39%	CCN1CC(CN(C)Cc2nc(-c3ccc(C(F)(F)F)cc3)oc2C)CC1=O (stereo not drawn)
2%	Cc1noc(C)c1COc1cccc(C(=O)Nc2cccnc2)c1
2%	CCC(CC)NC(=O)Nc1ccc(F)c(Cl)c1
-8%[57.5 µM]	Cc1ccc(CNC(=O)C2CCC(CNc3c(N4CCC(C)CC4)c(=O)c3=O)CC2)cc1 (stereo not drawn)

# Marked active in ERK EGF block, among the entries above:
ERK EGF block	mol
25µM*	CCOC(=O)C1=C(SCC)c2cc3c(n2C1=O)CCCC3
28µM*	Cc1cc(/C=C2\SC(=S)N(C)C2=O)c(C)n1-c1cccc(O)c1
7.1µM*	CC1=NN(c2ccccc2)C(=O)/C1=C/C=C/c1ccc(N(C)C)cc1

# Further compounds
ERK EGF block	mol
2%	O=C(/C=C/c1cccc(Br)c1)N1CCN(c2cccc(C(F)(F)F)c2)CC1
3%	CCn1cc(-c2cc(C(=O)O)c3ccccc3n2)cn1
2%[57.5 µM]	CCCC(=O)Nc1nc2c(C)c(Cl)ccc2s1
1%	CC1(C)SC(=S)N(NC(=O)Nc2cccc3ccccc23)C1N(O)C(=O)Nc1ccccc1 (stereo not drawn)
1%[57.5 µM]	O=C(N/N=C/c1cc(Br)ccc1O)c1ccncc1
1%	CC/S(C)=N/S(=O)(=O)c1ccc(C)cc1 (stereo not drawn)

# These rows are one share of the data, so the mix of outcomes need not match the whole.
